PTAP TSG101 blk: qHTS Assay for Iinhibitors of HIV-1 Budding by Blocking the Interaction of PTAP/TSG101 | Tumor susceptibility gene 101 protein (Homo sapiens), Q99816 | Fluorescence polarization, FITC-PTAP peptide / Tsg101 binding | Potency, µM (highest dose often 115 µM), without a hit: top-dose activity change, negative = inhibition, hits mostly inhibitors | 340,000 tested, under 10 active | AID 493005, 2010; active = well fitted inhibition curve with a large enough effect in the main read-out, with a control signal flat, not every such curve was filed as active; inconclusive = small, poorly fitted or top-dose-only effect, or effect the other way, or a change in a side signal; inactive = no such curve, though single readings can be large or run the other way; also: potency is read from the fitted curve at half-maximal effect; % of control where 0% means no effect
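FP read-out: FITC-PTAP peptide, 50 nM final, binding Tsg101 binding domain, 10 uM final; 20 min, r.t.; 10 mM HEPES pH 7.5, 0.15 M NaCl, 0.01% Tween 20, 3 mM EDTA, 0.1 mM TCEP.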
Eya2 inh: qHTS Assay for Inhibitors of the Phosphatase Activity of Eya2. recombinant Eya2, OMFP fluorescence dephosphorylation (OMFP is methylfluorescein phosphate). Potency, µM (series often up to 76.9 µM), for inactives: at the highest dose activity, negative = inhibition, most hits filed as inhibitors. hit rate 0.006% among 330,000; also: potency is read from the fitted curve at half-maximal effect; % is scaled to controls: 0 for no effect and ±100 for the full control effect
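Eya2 protein (added as 0.2 uM solution) was preincubated with compound for 10 min at ambient temperature in 50 mM HEPES pH 7.5, 50 mM NaCl, 5 uM MgCl2, 0.05% BSA, 1 mM DTT. OMFP (added at 50 uM) then reacted 10 min; fluorescence read at 485/525 nm.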
S-ASM inh: Inhibitors of Secretory Acid Sphingomyelinase (S-ASM): qHTS; Sphingomyelin phosphodiesterase (Homo sapiens), P17405; placental ASM, HMU-PC fluorogenic substrate, 60 min; Potency, µM (highest dose often 57.5 µM), without a hit: at the top dose activity change, negative = inhibition, hits mostly inhibitors; hit rate 0.006% among 340,000; also: potency is read from the fitted curve at half-maximal effect
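Human placenta-derived ASM enzyme was preincubated with compound for 10 minutes at room temperature, then given fluorogenic substrate HMU-PC0 (9 uM final) for 60 minutes at 37 °C; a pH 10 stop preceded fluorescence reading at Ex 386/Em 447 nm.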
TRPV1 ag: HTS Assay for Compounds that Act as Agonists of the Vanilloid Receptor 1. Transient receptor potential cation channel subfamily V member 1 (Homo sapiens), Q8NER1. TRPV1-expressing cells, Fluo-8 calcium influx, agonist mode. AID 540275, 2011. hit rate 0.19% among 320,000. activation, % at 8.33 µM; in the data active = activation above about 80%; inconclusive = between about 30% and that limit; also: 0% is about no effect
Target sequence (Q8NER1 whole entry, looked up): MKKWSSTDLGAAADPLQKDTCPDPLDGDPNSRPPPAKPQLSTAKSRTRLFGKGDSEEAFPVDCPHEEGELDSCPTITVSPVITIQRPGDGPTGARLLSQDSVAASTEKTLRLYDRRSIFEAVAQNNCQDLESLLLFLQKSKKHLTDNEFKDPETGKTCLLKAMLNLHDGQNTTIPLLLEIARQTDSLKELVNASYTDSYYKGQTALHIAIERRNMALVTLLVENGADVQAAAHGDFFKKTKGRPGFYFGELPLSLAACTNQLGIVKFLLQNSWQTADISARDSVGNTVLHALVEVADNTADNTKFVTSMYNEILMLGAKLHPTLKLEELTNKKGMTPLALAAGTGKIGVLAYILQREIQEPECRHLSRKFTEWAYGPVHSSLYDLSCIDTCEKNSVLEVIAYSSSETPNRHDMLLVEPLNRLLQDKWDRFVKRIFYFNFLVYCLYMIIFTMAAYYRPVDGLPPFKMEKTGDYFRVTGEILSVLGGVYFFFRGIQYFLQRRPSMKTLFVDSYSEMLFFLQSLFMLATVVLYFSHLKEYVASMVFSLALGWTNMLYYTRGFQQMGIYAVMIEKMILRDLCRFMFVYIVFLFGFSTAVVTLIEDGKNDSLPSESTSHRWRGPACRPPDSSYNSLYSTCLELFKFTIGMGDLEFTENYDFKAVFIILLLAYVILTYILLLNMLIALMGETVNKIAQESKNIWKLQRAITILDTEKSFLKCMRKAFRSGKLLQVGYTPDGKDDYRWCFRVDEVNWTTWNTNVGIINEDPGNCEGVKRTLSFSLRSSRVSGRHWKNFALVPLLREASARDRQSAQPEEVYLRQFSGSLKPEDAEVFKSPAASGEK
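TRPV1-expressing cells were cultured overnight at 35.5C and loaded with Fluo-8 calcium dye for 40 to 90 min at room temperature. After a 10 s baseline, compound was added and calcium influx was read kinetically for 3 min (ex 480/em 520 nm).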
uPA surface inh: qHTS for Inhibitors of Cell Surface uPA Generation | Potency, µM (titrated, usually from 38.3 µM), inactives show at the top dose activity change, negative = inhibition, hits mostly inhibitors | cell surface uPA generation assay, qHTS | hit rate 0.31% among 330,000 | AID 540303, 2011; active = well fitted inhibition curve with a large enough effect; inconclusive = small, poorly fitted or top-dose-only effect; inactive = no such curve, though single readings can be large or run the other way; tested in mouse RAW 264.7 cells; also: potency is read from the fitted curve at half-maximal effect; % is scaled to controls: 0 for no effect and ±100 for the full control effect; nearly all actives have a fitted effect of over 55% in size
BRCA1 expr act: qHTS Assay to Identify Small Molecule Activators of BRCA1 Expression; MCF7-BRCA1-FFLuc reporter, luminescence, 48 h; response scale: scaled: vehicle 0%, 10 µM genistein 100%; Potency, µM (highest dose often 46.1 µM), inactives show at the highest dose activation, actives largely listed as activators; hit rate 1.1% among 380,000; also: potency is read from the fitted curve at half-maximal effect; nearly all actives have a fitted effect of over 80% in size; some results filed as inactive show a strong effect at the top dose
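48 h compound treatment of MCF7-BRCA1-FFLuc cells (phenol-red free MEM, 37 °C), then 15 min with luciferase substrate and luminescence imaging.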
USP2a inh: qHTS Assay for Inhibitors of Ubiquitin-specific Protease USP2a Using CHOP2 as the Reporter | hit rate 0.01% among 330,000 | Potency, µM (top dose mostly 38.3 µM), for the others: top-dose activity change, negative = inhibition, hits mostly inhibitors | Ubiquitin carboxyl-terminal hydrolase 2 (Homo sapiens), O75604 | USP2 core, Ub-CHOP2 coupled fluorogenic reporter, 485/531;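 also: potency is read from the fitted curve at half-maximal effect; plate controls were DMSO wells for no effect and full inhibition by NEM control for full effect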
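USP2 core (10nM final) preincubated 30min RT with compound in 20mM Tris-HCl pH 8.0, 2mM CaCl2, 2mM beta-mercaptoethanol, 0.05% CHAPS; 25nM Ub-CHOP2 plus 25nM reporter substrate added, fluorescence (Ex485/Em531) read after 60min.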
B2AR arrestin: qHTS assay of beta-arrestin-biased ligands of beta2-adrenergic receptor. hit rate 0.02% among 330,000. Potency, µM (top dose mostly 46.1 µM), for the others: at the highest dose activation, usual class: activators. beta-arrestin recruitment to beta2AR, cell-based reporter. Beta-2 adrenergic receptor (Homo sapiens), P07550;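 also: potency is read from the fitted curve at half-maximal effect; 0% = DMSO controls and full agonism = EC100 isoproterenol or metaproterenol; nearly all actives have a fitted effect of over 65% in size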
ELG1 genotoxic: qHTS screen for small molecules that induce genotoxicity in human embryonic kidney (HEK293T) cells expressing luciferase-tagged ELG1 | HEK293T ELG1-luciferase reporter, luminescence, 16 h | Potency, µM (series often up to 46 µM), for inactives: at the highest dose activity change, positive = activation, usual class: activators | hit rate 1.3% among 330,000 | AID 504466, 2011; also: potency is read from the fitted curve at half-maximal effect; % of control where 0% means no effect; nearly all actives have a fitted effect of over 60% in size
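HEK293T cells expressing luciferase-tagged ELG1 were exposed to compound or DMSO vehicle for 16 hr at 37 °C and 5% CO2. Luciferase activity was then measured with ONE-Glo after 30 min at room temperature.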
a7 integrin act: qHTS for Activators of Integrin-Mediated Alleviation for Muscular Dystrophy | hit rate 0.064% among 350,000 | AID 624291, 2012 | Potency, µM (highest dose often 38.3 µM), inactives show top-dose activation, usual class: activators | alpha7betagal myoblasts, beta-gal FDG fluorescence, 48 h;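 also: potency is read from the fitted curve at half-maximal effect; 100% = response of the positive control SU9516; nearly all actives have a fitted effect of over 60% in size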
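alpha7betagal+/- myoblasts (passage 13, 250/well) treated 48 h at 37C with compounds at 1:260 dilution of DMSO stock. Lysed, then beta-galactosidase activity read as FDG fluorescence (ex 480/em 540) after 30 min, with pre-read for autofluorescence.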
p53 reactivation: qHTS assay for re-activators of p53 using a Luc reporter; Potency, µM (doses to about 92.2 µM), for the others: at the top dose activity change, positive = activation, most hits filed as activators; hit rate 0.063% among 320,000; H1299 p53-A138V BP100-luciferase reporter, luminescence, 24 h; also: potency is read from the fitted curve at half-maximal effect; % of control where 0% means no effect; nearly all actives have a fitted effect of over 45% in size
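p53-null H1299 cells stably carrying temperature-sensitive p53-A138V and a BP100-luciferase reporter were pinned with compounds (4-point, 1:5 series) and held 24 hrs at 37 deg C. Luminescence was read 10 min after detection reagent.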
Active calls of the source: *; ? = inconclusive; · = no result given; [ ] = remark or other dose. Unless noted, calls follow the shape of the dose curve; as a rule, active = well fitted curve in the direction sought with a large enough effect; inconclusive = small, poorly fitted or top-dose-only effect, or another doubt; inactive = no such curve, though single readings can be large; an effect the other way counts as inactive or inconclusive.

SMILES	PTAP TSG101 blk	Eya2 inh	S-ASM inh	TRPV1 ag	uPA surface inh	BRCA1 expr act	USP2a inh	B2AR arrestin	ELG1 genotoxic	a7 integrin act	p53 reactivation
COc1ccccc1-n1c(-c2cccnc2)n[nH]c1=S	-1.2%	-1.6%	4.8%	0.2	10.8%	3.7%	1.9%	-0.3%	2.2%	?	-0.3%
COc1ccc(S(=O)(=O)N(C)C)cc1NCC(=O)Nc1ccc(Br)cc1F	0.9%	-0.6%	-2.4%	-1.0	-3.5%	-22.9%	-1.1%	3.3%	-6.3%	-32.7%	-3.4%
COc1ccccc1NC(=O)CCS(=O)(=O)c1ccccc1	0.4%	-2.0%	2.3%	1.6	-2.4%	-25.0%	-0.7%	-0.7%	2.6%	-29.2%	-0.9%
O=C1Nc2ccccc2/C1=C/c1ccccc1F	-4.7%	0.6%	-1.2%	-0.9	-8.2%	-54.7%	2.0%	0.1%	2.6%	-57.6%[inhibitor]	17.9%
Cc1cc(N2CCOCC2)n2nc(C)c(-c3ccc(Cl)cc3)c2n1	-0.5%	11.5%	49.2%	-0.2	-0.2%	1.3%	-5.5%	-0.6%	0.2%	14.2%	1.5%
CC(C)OC(=O)C(CC(=O)O)NCc1ccccc1 (stereo unspecified)	5.2%	-0.2%	3.7%	0.4	8.7%	-14.1%	-0.9%	-0.4%	-0.1%	-2.4%	3.5%
Cn1cc(CN2CCCC(CO)(Cc3ccccc3)C2)c2ccccc21 (stereo unspecified)	-3.2%	-13.9%	-0.9%	6.0	0.0%	-27.9%	0.8%	-0.2%	-5.7%	-12.7%	-4.5%
Cc1ccc(-n2nc3ccc(NC(=O)C(C)C)cc3n2)cc1	-14.7%	-8.2%	6.4%	-1.7	0.5%	162.5%	1.0%	0.0%	1.16µM*	19.9%	11.8%
Cc1nn(C)cc1/C=C/C(=O)c1cccs1	-8.0%	-5.0%	59.6%[activator]	17.9	-7.7%	?	-0.8%	-0.3%	18.4µM*	6.6%	20µM*
Cn1c(=O)c2c(nc(SCCN3CCOCC3)n2Cc2ccc(Cl)cc2)n(C)c1=O	-1.6%	·	0.0%	·	3.4%	-19.5%	·	·	·	-12.0%	·
CCCCN1C(=O)/C(=C/C=C2\N(C)c3ccccc3C2(C)C)SC1=S	·	12.6%	·	8.8	·	·	8.5%	0.0%	-5.5%	·	-7.2%
CCCCC(CC)CNC(=O)CN(C)S(=O)(=O)c1cccc2nsnc12 (stereo unspecified)	-3.6%	-10.2%	-3.2%	0.4	4.9%	0.0%	-3.5%	-3.8%	-7.2%	12.4%	19.5%
CCN(CC)C(=O)c1ccccc1NS(C)(=O)=O	-1.3%	1.8%	3.3%	1.4	0.1%	0.0%	-3.2%	-0.6%	-0.5%	8.4%	2.8%
CCOC(=O)C1=C(COC(=O)COc2cccc(C)c2C)NC(=O)NC1C (stereo unspecified)	-1.0%	-4.6%	-0.9%	21.6	8.1%	0.6%	3.3%	-0.3%	9.1%	11.2%	1.8%
CCNC(=O)CC1C(=O)N(CC)C(=S)N1NC(=O)c1ccccc1 (stereo unspecified)	-3.2%	7.3%	0.0%	1.6	3.4%	2.4%	0.5%	-0.6%	-2.6%	-0.7%	1.5%
O=C(NCc1ccccc1Cl)c1ccc2c(c1)SC1=NS(=O)(=O)CCN12	-0.8%	4.2%	0.1%	0.9	3.7%	-5.9%	1.9%	0.0%	-7.8%	-9.1%	-3.2%
NC(=O)C1CCCN(C(=O)CNC(=O)C23CC4CC(CC(C4)C2)C3)C1 (stereo unspecified)	-3.2%	-4.6%	-1.8%	0.5	-3.5%	-19.8%	-0.6%	-0.3%	2.5%	13.6%	1.0%
COc1cc(C(C)=O)ccc1OCCCOc1cccc2cccnc12	-3.3%	-10.3%	-2.2%	7.1	-2.7%	21.1%	-0.7%	-0.8%	5.2%	0.0%	·
O=C(Nc1c[nH]c(=O)[nH]c1=O)c1cc([N+](=O)[O-])cc([N+](=O)[O-])c1	-0.3%	1.7%	3.4%	-1.4	12.3%	-6.5%	1.3%	0.4%	0.7%	?	1.1%
Cc1nn(-c2ccccc2)c(C)c1S(=O)(=O)O	-0.4%	-2.9%	3.1%	-1.2	-0.2%	-17.8%	1.6%	0.2%	0.8%	7.1%	7.6%
Cn1c2c(c3ccccc31)CCN(CCCCN1CCN(c3ccccc3)CC1)C2=O	0.5%	·	-3.0%	·	5.6%	-59.1%	·	·	·	-47.2%[inhibitor]	·
CCN(Cc1ccncc1)C(=O)C1CCC(=O)N(Cc2ccc(Cl)cc2)C1 (stereo unspecified)	-3.7%	2.9%	-1.5%	-1.6	-1.9%	8.0%	1.4%	-0.9%	5.6%	3.7%	10.6%
O=C(CC1C[C@H](C(=O)N2CCCCC2)[C@@]2(CCc3ccccc3)c3[nH]c4ccccc4c3CCN2C1=O)NCc1ccco1 (stereo partly specified)	0.0%	-5.3%	-3.0%	·	7.3%	3.0%	3.7%	-0.1%	-7.3%	0.5%	0.0%
C=CCOc1cccc(/C=C2\C(=O)N(Cc3ccc(C)cc3)C(C)=C2C(=O)OC)c1	6.5%	-5.0%	-10.1%	3.8	-6.3%	-46.2%	0.6%	-0.2%	0.7%	-47.7%[inhibitor]	0.7%
O=C1Nc2ccc(S(=O)(=O)NCCCO)c3cccc1c23	-4.1%	3.4%	373.3%[activator]	-1.6	-3.6%	0.0%	0.6%	0.5%	4.5%	?	·
COc1ccc(CN(Cc2cccnc2)S(=O)(=O)c2ccc(-n3cnnn3)c(C)c2)cc1OC	0.4%	11.7%	-1.2%	14.7	2.9%	-0.1%	1.0%	0.5%	-8.9%	16.7%	-2.7%
COc1ccc(CC(=O)OCc2cc(=O)n3cc(Br)ccc3n2)cc1OC	-2.9%	-5.3%	-0.5%	7.1	-2.5%	-65.4%	7.0%	0.3%	-0.1%	2.5%	6.9%
CCOC(=O)c1ccc(NC(=O)c2nc[nH]c2C(=O)N[C@@H](C)C(=O)OC(C)(C)C)cc1	-13.9%	-11.7%	-21.2%	4.7	6.9%	22.7%	-6.5%	0.0%	-3.2%	14.4%	0.5%
CC(Sc1nncn1C)C(=O)Nc1ccc(N2CCCCC2)cc1 (stereo unspecified)	-4.4%	2.3%	-0.2%	-1.3	-25.9%	37.3%	0.5%	-0.1%	5.6%	-4.3%	?
COc1ccc(C(=O)N(Cc2nc(-c3ccc(C)cc3)no2)C(C)C)cc1OC	-4.3%	-4.2%	-5.7%	2.2	-75.7%	-21.3%	-0.9%	0.5%	-2.7%	2.0%	-6.9%
O=C(NCCCO)c1ccc(CSc2nc3ccccc3[nH]2)cc1	-1.8%	-1.2%	-1.1%	0.6	-2.4%	63.4%	2.6%	-0.6%	3.9%	13.1%	3.7%
Nc1c(C(=O)Nc2ccc(F)cc2)sc2nc(-c3ccco3)ccc12	-0.9%	-8.7%	29.0%	-0.2	-4.9%	-63.1%	-2.9%	0.1%	-4.5%	-14.0%	3.2%
O=C(O)C1CCN(C(=O)CSc2nnc3ccccn23)CC1	-3.5%	?	3.3%	·	-12.3%	0.9%	7.2%	-0.1%	-1.1%	-37.6%	1.5%
CC(C)(C)OC(=O)N1CCOCCOCCNCCOCCOCC1	-1.1%	2.9%	1.5%	0.2	0.3%	-5.1%	-0.1%	-1.7%	2.3%	-8.3%	-4.8%
Cc1ccc(C2C(C(N)=S)=C(N)OC3=C2C(=O)CC(C)(C)C3)cc1 (stereo unspecified)	-2.0%	3.3%	19.6%	-2.0	0.8%	-5.5%	-0.7%	-0.6%	5.1%	-7.4%	-7.2%

This is a random part of the collection. Share with any hit: about 2.6%.
